# HIV Rev-RRE inh: inhibitors of HIV-1 Rev-RRE RNA interaction; P05866; Rev peptide-RRE RNA binding, FRET; inhibition, % at 8 µM; 0.79% of 97,000 active; AID 704;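 active = inhibition above the screen-wide mean plus 3 SD, cut at about 35% in these data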;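 also: 0% = median DMSO wells and 100% = median Neomycin B control wells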
# Target sequence (P05866 whole entry, looked up): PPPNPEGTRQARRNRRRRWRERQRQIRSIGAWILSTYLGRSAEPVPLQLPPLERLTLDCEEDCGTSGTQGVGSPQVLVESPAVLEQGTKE
#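 Test system – labelled RRE RNA duplex and labelled Rev peptide · Signal – fluorescein-to-Cy5 FRET, 480 nm excitation · Evaluation – % inhibition of FRET ratio versus controls · Benchmarks – DMSO low control, neomycin B high control · Incubation – 5 min RNA-compound premix plus 15 min binding step, 25 °C · Medium – HEPES pH 7.5 salt buffer with EDTA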
# FAK inh: FAK (human) kinase inhibition. biochemical FAK kinase activity assay. inhibition, %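 (tested at 7 µM)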. 0.84% of 97,000 active. AID 727. Q05397; in the data active = inhibition above about 19%;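 also: 0% = DMSO and 100% = reference compound high control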
# PTPN22 inh 2: blocks human PTPN22 phosphatase activity; Q9Y2R2; recombinant LYP catalytic domain, DiFMUP fluorescence; inhibition, % at 2 µM; 0.21% of 96,000 active; AID 640;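 active = inhibition at 2 µM at or above a set limit, the screen mean plus 3 SD, cut at about 24% in these data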;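 also: 0% = DMSO with enzyme and 100% = enzyme fully blocked by orthovanadate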
# F-actin modifier: modifiers of cytoskeleton assembly. HUVEC TNFa F-actin phalloidin imaging, high content. 0.18% of 91,000 active. inhibition, % at 2 µM. AID 836;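 active = inhibition above the batch mean plus 3 SD and confirmed as a hit by visual image inspection, cut at about 30% in these data, passing the limit was not always enough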; also: strong numbers were not always called active
# PLK1 PBD inh: Plk1 (human) PBD binding inhibition. Plk1 PBD phosphopeptide binding, fluorescence polarization. inhibition, %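 (tested at about 20 µM)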. 0.13% of 97,000 active. AID 693; in the data active = inhibition above about 34%, passing the limit was not always enough
# EphB4 ephrin blk: EphB4-ephrin-B2 interaction antagonism. inhibition, % at 7 µM. 0.15% of 97,000 active. P54760. AID 720. EphB4 LBD / TNYL-RAW-Alexa532 peptide, fluorescence polarization;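 active = inhibition above the screen-wide mean inhibition plus 3 SD, cut at about 15% in these data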;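 also: 0% = DMSO wells and 100% = excess unlabeled TNYL-RAW peptide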
# PLK1 inh: PLK1 (human) kinase inhibition; 0.53% of 97,000 active; inhibition, % at 10 µM; P53350; recombinant PLK1 kinase, TR-FRET peptide phosphorylation; AID 619;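 active = inhibition of 50% or more in the single-concentration screen; inactive = inhibition below 50%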;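 also: 0% = DMSO max control and 100% = H-89 dihydrochloride min control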
# LYP act: increases human PTPN22 phosphatase activity | Q9Y2R2 | recombinant LYP, DiFMUP fluorescence; 0 = plate median, 100 = signal doubled | activation, % at 2 µM | 0.11% of 96,000 active;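 active = activation at 2 µM above a set limit, the mean plus 5 SD, cut at about 37% in these data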
# PTK2B oligo ant: Pyk2 (human) oligomerization antagonism | Q14289 | Q293 cells, Pyk2 FERM NanoBiT luminescence; stronger effect = lower value | z-score (the deposit names both 25 µM and 10 µM) | 0.83% of 99,000 active;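 active = Z-score of -3 or lower, scaled per plate to the spread of control and sample wells; inactive = z-score above -3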;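 also: negative z-score means lost luminescence so less FERM oligomerization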
# Target sequence (Q14289 whole entry, looked up): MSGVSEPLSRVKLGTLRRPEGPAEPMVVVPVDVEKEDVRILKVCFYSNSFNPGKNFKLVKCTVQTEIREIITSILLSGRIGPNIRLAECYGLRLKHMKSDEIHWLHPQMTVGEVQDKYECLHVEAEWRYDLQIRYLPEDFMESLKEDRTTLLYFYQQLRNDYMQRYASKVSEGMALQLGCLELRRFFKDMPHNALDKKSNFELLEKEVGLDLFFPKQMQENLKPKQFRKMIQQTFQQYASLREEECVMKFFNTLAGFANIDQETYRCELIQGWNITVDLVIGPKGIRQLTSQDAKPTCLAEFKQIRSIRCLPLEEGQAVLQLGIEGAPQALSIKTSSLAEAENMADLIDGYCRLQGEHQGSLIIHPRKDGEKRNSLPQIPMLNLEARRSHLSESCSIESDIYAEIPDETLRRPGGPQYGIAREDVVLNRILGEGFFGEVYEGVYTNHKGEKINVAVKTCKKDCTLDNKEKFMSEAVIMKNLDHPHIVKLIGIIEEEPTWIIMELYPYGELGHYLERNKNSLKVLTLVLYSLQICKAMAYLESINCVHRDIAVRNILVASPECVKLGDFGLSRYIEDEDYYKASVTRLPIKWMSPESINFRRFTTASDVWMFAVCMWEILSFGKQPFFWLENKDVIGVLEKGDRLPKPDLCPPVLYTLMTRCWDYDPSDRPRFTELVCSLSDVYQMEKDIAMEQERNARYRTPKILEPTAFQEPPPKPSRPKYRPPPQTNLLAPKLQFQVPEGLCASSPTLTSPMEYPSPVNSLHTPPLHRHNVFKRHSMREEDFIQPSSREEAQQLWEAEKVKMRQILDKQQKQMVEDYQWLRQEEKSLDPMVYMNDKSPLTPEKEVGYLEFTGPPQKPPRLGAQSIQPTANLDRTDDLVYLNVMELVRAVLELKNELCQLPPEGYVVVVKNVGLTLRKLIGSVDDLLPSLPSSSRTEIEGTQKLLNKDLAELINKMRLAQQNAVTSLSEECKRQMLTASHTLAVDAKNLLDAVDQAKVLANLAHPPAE
# Starred values were filed as active, the others as inactive; x = not tested or not shown.
# Every second line gives: PTK2B oligo ant	PTPN22 inh 2	EphB4 ephrin blk	F-actin modifier	HIV Rev-RRE inh	PLK1 inh	FAK inh	PLK1 PBD inh	LYP act
- Cc1nc(CNS(=O)(=O)c2cc(C)c(C)cc2C)cs1
  -0.36	-16	-4	6	-1	-2	1	-12	8
- COc1ccc(-c2nnn(CC(=O)N(Cc3cccs3)C(C)C(=O)NCCC(C)C)n2)cc1OC (stereo not given)
  0.11	2	0	-9	7	-9	0	0	-2
- COc1ccc(CCN2C(=O)C3CC(C)=C(C)CC3C2=O)cc1OC (stereo not given)
  0.14	11	0	-8	3	-11	-2	19	-9
- CCOC(=O)C(=CNCC(=O)OC)C(=O)OCC
  1.1	-2	3	6	0	-17	0	-3	6
- Cc1nc2ccccc2c(=O)n1/N=C/c1ccccc1
  0.91	11	-1	25	0	-8	0	4	-8
- Cc1ccc(OCC(=O)NNC(=O)c2cc3ccccc3o2)cc1
  -0.23	6	5	2	-2	-7	5	31	-3
- Cn1c(C(O)c2ccc(Cl)cc2)nc(Cl)c1Cl (stereo not given)
  -0.37	2	1	21	9	-11	0	-21	-4
- COc1ccc(N/C=C2/CCCCC2=O)cc1
  0.35	3	-1	-35	-2	-1	2	-13	-3
- COCCCNCC(=O)Nc1sc(C)c(C)c1C(=O)OC
  1.1	-2	2	4	2	-6	0	-28	1
- CC1Cc2ccccc2N1C(=O)COC(=O)CNC(=O)c1ccc(Br)o1 (stereo not given)
  0.53	-2	-1	-13	0	-16	0	22	1
- O=C(CCC(=O)N1CCN(C2CCCCC2)CC1)Nc1nnc(C(F)(F)F)s1
  1.3	0	-1	0	10	-4	-2	-2	-1
- CCCCNC(=O)CCCCCNS(=O)(=O)c1ccc(OC)cc1
  0.69	-6	-11	-8	-5	1	1	-2	4
- CC(C)(C)n1nc2c(c1NC(=O)c1cccs1)CS(=O)C2 (stereo not given)
  0.29	6	3	-15	7	-15	-3	2	-6
- Cc1ccc2oc(=O)c3cnn(CC(=O)NC4CCCCC4C)c3c2c1 (stereo not given)
  x	0	12	22	6	-14	-6	-26	-2
- O=C1CC(N2CCN(c3ccccn3)CC2)C(=O)N1CC(c1ccccc1)c1ccccc1 (stereo not given)
  -0.73	3	4	-2	9	-9	0	-8	-3
- N#CCCn1ccc(NC(=O)c2ccc(Cl)cc2)n1
  0.15	-2	-3	7	5	-6	0	-8	6
- COc1cccc(/C=N/NC(=O)CO/N=C(\C)c2cccs2)c1OC
  -0.16	4	-3	4	9	-11	-1	6	-3
- COCCNC(=O)c1onc(CSc2cccc(Cl)c2)c1C(=O)O
  x	2	6	10	3	-12	0	-2	1
- O=C(O)C1C2C=CC3(O2)C1C(=O)N1c2ccccc2COC13 (stereo not given)
  0.4	-6	8	19	10	0	-1	-17	5
- CCCCCOC(=O)C(C)c1c(C)[nH]c(=S)[nH]c1=O (stereo not given)
  0.05	-6	-5	-40	0	-15	-5	31	5
- CC(C)(C)NCC(O)COc1ccccc1C(=O)CCc1ccccc1 (stereo not given)
  0.89	-8	0	-23	6	-2	0	-5	7
- COc1ccccc1C(=O)n1nc(-c2ccccc2)nc1NCc1ccco1
  -1.4	3	14	-15	15	-15	5	-3	-6
- Cc1c(C(=O)N2CCCCCC2)oc2ccccc12
  -0.58	-10	3	12	3	-12	0	-4	6
- CCOc1cccc(C(=O)Nc2cccc(-c3nnc(-c4ccc(C)cc4)o3)c2)c1
  0.68	5	-5	0	5	-20	-2	2	-7
- Cc1ccccc1-c1nnn(CC(=O)NCc2ccc3c(c2)OCO3)n1
  -0.29	2	2	-31	8	-5	-1	-3	-4
- CC(C)C(=O)NC(C)C(c1cccs1)N1CCN(c2ccccc2)CC1 (stereo not given)
  1.1	-1	0	5	-1	-12	-2	15	-4
- Nc1nnc(CCOc2ccccc2Cl)s1
  1.1	0	4	-9	4	1	-4	12	2
- Cn1cnnc1SCc1ccc(C#N)cc1Cl
  1.8	12	0	-12	2	-6	-1	7	-13
- Clc1ccc(Oc2nc(N3CCOCC3)nc(N3CCOCC3)n2)cc1
  1.1	1	-1	-13	7	-5	-1	4	-3
- COC(=O)C1=C(C(=O)OC)SC(=C2C(=S)C(C)(C)N(C(=O)C(C)C)c3ccccc32)S1
  -2.4	9	1	2	0	-20	-2	-10	-8
- Cn1c(CSc2nc3ccccc3s2)nnc1SCC(=O)NCCCN1CCOCC1
  1.3	-2	-3	-7	1	-9	0	7	3
- CCc1nnc(NC(=O)c2ccc(S(=O)(=O)N3CCCCCC3)cc2)s1
  -0.55	1	-7	-23	7	-4	-3	26	-3
- CCc1cc2c3c(c(=O)oc2cc1OC)CCCC3
  -0.82	0	1	-6	16	-8	-3	-3	-4
- O=C(c1ccccc1)c1ccc(N2CCCC2)cc1
  0.94	-8	-6	1	2	0	2	21	5
- Cc1cc(NC(=O)c2nn3cccnc3c2Cl)no1
  0.53	-4	4	-2	-1	0	5	-19	7
- Cc1ccc(C2(C)NC(=O)N(CCOc3ccccc3)C2=O)cc1 (stereo not given)
  -1.4	-5	5	23	-2	-6	-8	16	8
- CCC(=O)N1CCc2cc(S(=O)(=O)NCCC(=O)Nc3cc(C)cc(C)c3)ccc21
  0.42	2	-7	-16	2	-4	-1	-17	-4
- O=C(Nc1ccccc1)c1ccc(NCCN2CCOCC2)c(S(=O)(=O)N2CCOCC2)c1
  -0.38	2	-2	7	-2	-6	0	18	-4
- COc1ccc(-c2cc(C(=O)N/N=C/c3ccc4c(c3)OCO4)c3ccccc3n2)c(OC)c1
  -2.4	11	-9	-1	-3	-11	8	-7	-6
- Cc1scc(C(=O)N/N=C/c2ccc(OCC(C)C)cc2)c1C
  -0.82	7	2	5	12	-7	-1	-2	-9
- O=C(N1CCOCC1)N1CCC(c2nc(-c3ccc(S(=O)(=O)N4CCOCC4)cc3)no2)CC1
  1.6	6	1	-5	5	-22	0	12	-8
- CC(C)(C)CC(=O)NCc1ccc(F)cc1
  -0.02	5	6	-17	5	-20	-2	-17	-2
- CCCCCCCCNC(=O)CCNC(=O)c1ccc(C(C)(C)C)cc1
  1.3	7	2	18	3	-13	5	-30	-7
- CC1CN(C(=O)c2ccc3c(c2)OCO3)OC(c2ccccc2)O1 (stereo not given)
  0.56	2	3	-13	10	-3	2	1	-5
- CCOC(=O)c1cc2sccc2n1CC(=O)Nc1ccc(OC)cc1OC
  -0.45	2	2	1	9	-20	0	0	-5
- Nc1ncnc2c1ncn2CCN1CCOCC1
  1.3	6	8	4	7	3	0	-4	-6
- O=C(Nc1cc(C(F)(F)F)ccc1N1CCOCC1)c1ccccc1F
  0.07	-16	-6	-27	10	-12	-3	22	18
- CCC(Sc1nc2cc(OC)c(OC)cc2c(=O)n1Cc1ccco1)C(=O)NCCOC (stereo not given)
  0.15	14	-7	1	-2	-6	-3	-1	-12
- COc1cc(C(O)c2nc3ccccc3n2C)cc(OC)c1OC (stereo not given)
  1.4	8	-3	0	7	2	5	-3	-10
- COc1ccc(OCCC(=O)N2CCCCC2)cc1
  2.1	2	8	0	3	-9	-2	3	-3
- COc1ccc(/C(O)=C2/C(=O)C(=O)N(CCCN(C)C)C2c2ccccc2)cc1Cl (stereo not given)
  x	-9	-5	-18	4	0	0	-6	6
- Cc1cnc(Nc2nc3ccccc3o2)nc1C(=O)Nc1cccc(C(F)(F)F)c1
  -0.09	-4	-4	4	6	3	-1	10	9
- Cc1cccc(C)c1NC(=S)NNc1ncc(C(F)(F)F)cc1Cl
  0.59	-3	-3	-1	1	-5	-1	-1	0
- O=c1[nH]c2cc3c(cc2cc1C(c1nnnn1CC1CCCO1)N1CCCCCC1)OCCO3 (stereo not given)
  2.4	-9	2	x	15	-7	-1	-39	10
- COc1ccc(-c2noc(CCC(=O)NC3CCCCC3)n2)cc1OC
  -0.17	-3	6	7	0	-10	-5	20	0
- Cc1ccc(C)c(C(=O)CSc2nnnn2C(C)C)c1
  -0.8	-1	-5	-2	-8	2	-5	-10	4
- CS(=O)(=O)N(CCc1ccccc1)CC(=O)N1CCN(c2ccccc2)CC1
  0.62	7	-4	5	0	-8	0	10	-11
- Cc1ccc2[nH]c(=O)c(C(c3nnnn3C(C)(C)C)N3CCN(C(=O)c4ccco4)CC3)cc2c1 (stereo not given)
  0.01	10	3	-1	6	-10	9	-9	-8
- O=C(Cn1cnc2ccccc2c1=O)NC1CCCc2ccccc21 (stereo not given)
  0.58	2	-1	8	8	-14	2	-8	-2
- CCOC(=O)c1c(-c2ccccc2)csc1NC(=O)C1CCCO1 (stereo not given)
  -2.4	-2	-1	9	14	-7	3	12	5

# Further compounds follow.
# Every second line gives: PTK2B oligo ant	PTPN22 inh 2	EphB4 ephrin blk	F-actin modifier	HIV Rev-RRE inh	PLK1 inh	FAK inh	PLK1 PBD inh	LYP act
- COc1cccc(N(CC(=O)Nc2ccccc2C)S(C)(=O)=O)c1
  0.22	1	0	-57	3	-8	6	1	-2
- Cc1ccc2c(c1)N(C(=O)CCC(=O)N1CCc3ccccc3C1)CCO2
  0.44	1	6	5	3	-13	0	29	-4
- Cc1cc(NCCCN(C)C)n2nc(-c3cccs3)cc2n1
  0.37	12	-2	-6	-1	-7	4	-2	-13
- O=S1(=O)CCC(N2CCOCC2)C1 (stereo not given)
  0	0	-5	1	1	-15	0	19	1
- O=C1CC(c2ccccc2)CC(O)=C1C=NCCN1CCN(C(=O)Nc2ccccc2)CC1 (stereo not given)
  0	-2	-3	-12	8	-8	-4	27	0
- CCc1ccc(C(=O)COC(=O)c2cccs2)cc1
  -0.88	-21	-1	2	9	9	0	-19	23
- O=C1C2ON(c3ccccc3)C(c3cccnc3)C2C(=O)N1Cc1ccccc1 (stereo not given)
  -1	-5	0	16	6	-4	-9	-4	2
- COC(=O)CN1C(=O)Nc2ccc(Br)cc2C1c1ccccc1Cl (stereo not given)
  -1.5	1	-3	2	0	-6	7	-13	2
- O=C(C1CC(c2ccccc2O)=NO1)N1CCCC1 (stereo not given)
  -0.05	-2	3	-3	7	-3	-2	-10	-2
- COc1ccc(-c2noc(COc3ccc(C)c(C)c3)n2)cc1OC
  -0.88	-9	-5	-3	11	-5	-1	-1	9
- COC(=O)c1c(-c2cccs2)csc1NC(=O)c1cccnc1
  -1.1	-1	-2	-14	6	-7	-1	13	2
- COc1cccc(NC(=O)C2CC(=O)n3cnnc3S2)c1 (stereo not given)
  2.1	-4	10	3	0	-8	2	-1	1
- O=C(NCc1ccccc1)C(c1cccs1)N(C(=O)c1csnn1)C1CC1 (stereo not given)
  -0.4	-16	-3	-26	-2	5	-7	3	14
- CN(C)S(=O)(=O)c1cc(C(=O)O)c(NC2CCCCC2)cc1Cl
  0.42	5	-5	3	-6	0	-4	-12	-5
- CCOc1cccc(C(=O)Nc2ccc3oc(Cc4ccc(Cl)cc4)nc3c2)c1
  0.87	12	8	-6	12	-10	-1	5	-12
- Cc1ccnc(NS(=O)(=O)c2cccs2)c1
  -0.25	7	-2	10	5	-17	0	13	-7
- COc1ccc(OCC(=O)Nc2ccc(S(=O)(=O)N3CCCCCC3)cc2)cc1
  -1.1	0	8	4	9	-5	1	2	0

# Of the compounds above, 4 contain a CF3 group.
# Every second line gives: PTK2B oligo ant	PTPN22 inh 2	EphB4 ephrin blk	F-actin modifier	HIV Rev-RRE inh	PLK1 inh	FAK inh	PLK1 PBD inh	LYP act
- O=C(CCC(=O)N1CCN(C2CCCCC2)CC1)Nc1nnc(C(F)(F)F)s1
  1.3	0	-1	0	10	-4	-2	-2	-1
- O=C(Nc1cc(C(F)(F)F)ccc1N1CCOCC1)c1ccccc1F
  0.07	-16	-6	-27	10	-12	-3	22	18
- Cc1cnc(Nc2nc3ccccc3o2)nc1C(=O)Nc1cccc(C(F)(F)F)c1
  -0.09	-4	-4	4	6	3	-1	10	9
- Cc1cccc(C)c1NC(=S)NNc1ncc(C(F)(F)F)cc1Cl
  0.59	-3	-3	-1	1	-5	-1	-1	0

# Screens as filed in PubChem BioAssay.
